Assay outcomes deposited in PubChem BioAssay by several laboratories.
Autophagy HCS: autophagy modulators in MEF cells, primary screen, imaging, high-content, MEF GFP-LC3; 190,000 compounds, 0.98% hits; MEF GFP-LC3 puncta imaging; test concentration mostly 10 µM; calls only at 10 µM (by protocol);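 active means percentage of spot-positive cells more than 3 SD above its plate mean, without a fluorescence outlier flag or 80% toxicity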;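 further: spot-positive cell cutoff set from DMSO-treated cells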
Insulin prom up: insulin promoter activators in MIN6 cells, imaging, high-content screening, mouse beta cells; MIN6 insulin promoter-GFP reporter; stronger effect = higher value; z-score at 5 µM; 190,000 compounds, 0.3% hits;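 active means z-score above 3 at 5 µM with at least 500 cells counted in the well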
AID2073: inhibitors of Mint1-CaV2.2 protein interaction, biochemical, HTRF (AID 2073). Voltage-dependent N-type calcium channel subunit alpha-1B (Homo sapiens). HTRF protein-protein interaction, Mint1-CaV2.2; higher % means a stronger effect. one-dose inhibition, % at 20 µM; IC50 in µM for titrated hits. 290,000 compounds, 0.19% hits; in the data active means inhibition mostly above about 51%, no sharp cut-off; further: some results filed as inactive read as strong as hits
Dynein cargo inh: inhibitors of GR-EGFP nuclear translocation, primary screen, dynein cargo transport inhibitor project, imaging, high-content, 3617.4 mouse cells. test concentration mostly 20 µM; stimulated with dexamethasone, 1 µM; stronger effect = lower value. z-score, hits read low. 220,000 compounds, 0.47% hits. AID 1381, 2008;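 active means plate z-score of nuclear minus cytoplasmic receptor signal below a set negative limit, without overly bright fluorescence or cell loss, cut at about -3.5 in these data, passing the limit was not always enough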;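 further: z-score of nuclear minus cytoplasmic ring GR-EGFP intensity difference per well; some compounds called inactive have numbers as strong as hits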
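Buffer or medium: tet-free, stripped-serum medium; reagent: dexamethasone at 1.0 µM final, 30 min; incubation: 48 h induction, 1 h compound, 30 min dex at 37 °C; measured by: formaldehyde fixation, Hoechst nuclear stain, 10x automated fluorescence imaging; read-out: nuclear-to-cytoplasmic GR-EGFP distribution per well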
b-catenin transl: modulators of beta-catenin nuclear translocation, primary screen, imaging, HeLa cells, immunofluorescence, high-content | nuclear translocation activity, % at 5 µM | 190,000 compounds, 0.3% hits;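 active means nuclear translocation activity above 50% at 5 µM, with a well cell count of 50 or more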;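 further: per-cell ratio of nuclear to cytoplasmic median beta-catenin stain intensity; plate controls were DMSO negative control for no effect and GSK-3 inhibitor IX positive control for full effect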
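Test system: human HeLa cells, native beta-catenin. Compound dosing: 5 µM primary single dose, 0.1% DMSO, 0.02–20 µM confirmation series. Incubation: compound exposure 24 h at 37°C. Detection: beta-catenin immunostaining with DAPI counterstain, 20x imaging, 6 fields/well. Read-out basis: Nuclear/cytoplasmic beta-catenin signal ratio, % activation.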
HIV fusion peptide: inhibitors of HIV fusion peptide binding, primary screen, biochemical, uHTS, fluorescence dequenching (AID 1986). cell-free peptide binding, fluorescence dequenching, 30 min; higher % means a stronger effect. inhibition, % at 20 µM, or IC50 in µM where a hit was titrated. 290,000 compounds, 0.3% hits; in the data active means inhibition mostly above about 52%, no sharp cut-off; inactive means mostly below about 76%; further: some results filed as inactive read as strong as hits
Yfh1-off respiration: enhancers of respiration in Yfh1-depleted yeast, dose response, Friedreich's ataxia, plus single-dose screen (AID 1465). fold induction at 50 µM, or EC50 in µM where a hit was titrated. S. cerevisiae Yfh1-off respiration, WST-1 reduction, 72 h; higher fold induction means a stronger effect. 220,000 compounds, 0.074% hits;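 active means fold induction of absorbance versus untreated yeast above a set limit, then at least 30% activation at any dose in follow-up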;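 further: activators that raise dye reduction in frataxin-depleted yeast; strong numbers were not always called active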
MT stabilizer: microtubule stabilizers in HeLa cells, primary screen, imaging, high-content imaging | 200,000 compounds, 0.83% hits | HeLa tubulin immunostaining HCS, 24 h; share of cells brighter than vehicle mean+2SD | AID 2205, 2009 | % tubulin-high responders, % at 10 µM;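 active means plate Z-score above 3 for both tubulin-high and condensed-nucleus cell shares, with cell loss under 80%, at 10 µM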;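 further: anti alpha tubulin signal scored within the nucleus-defined area of each cell; some results filed as inactive read as strong as hits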
WT yeast gro inh: growth inhibition of WT strain, primary screen, mitochondrial fusion inhibitor project, WT and mutant strains, chemical genetic. 190,000 compounds, 2.1% hits. inhibition, % at 10 µM. mitochondrial fusion phenotypic screen; in the data active means inhibition above about 58%; tested in S. cerevisiae
WT yeast gro inh mutant strain: recorded beside WT yeast gro inh, whose call it bears; inhibition, %; mitochondrial fusion phenotypic screen, mutant strain inhibition
Dynein cargo inh cytoplasmic EGFP: further read-out of Dynein cargo inh, marked with its call; z-score; measured here: cytoplasmic GR-EGFP intensity; stronger effect = higher value
Dynein cargo inh nuclear GR-EGFP: also measured in Dynein cargo inh; calls as there; z-score; measured here: nuclear GR-EGFP intensity;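 lower value marks the stronger effect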
Dynein cargo inh cell count: second read-out of Dynein cargo inh, no call of its own (marks repeat the call); z-score; measured here: cell count per field
Insulin prom up cell count: recorded beside Insulin prom up, whose call it bears; cell count; measured here: cytotoxicity, nuclei count;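 total cells summed across four imaged fields per well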
b-catenin transl cell count 5 µM: second read-out of b-catenin transl, no call of its own (marks repeat the call); cell count; measured here: cell count, cytotoxicity flag
MT stabilizer Hoechst-high %: second read-out of MT stabilizer, no call of its own (marks repeat the call); % Hoechst-high responders; measured here: nuclear condensation Hoechst responders;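 share of cells brighter than vehicle mean plus two SD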
MT stabilizer cytotoxicity %: second read-out of MT stabilizer, no call of its own (marks repeat the call); toxicity, %; measured here: cytotoxicity by cell density;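 0% = mean cell density of plate MIN control wells and 100% = no cells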
Autophagy HCS cell loss 18 h: also measured in Autophagy HCS; calls as there; toxicity, %; measured here: cell loss, nuclei count;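 cell loss after 18 h compound exposure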
* hit, by the source's call; i = inactive; x = no result given.

Each structure is followed by: Autophagy HCS | Autophagy HCS cell loss 18 h | Insulin prom up | Insulin prom up cell count | AID2073 | Dynein cargo inh | Dynein cargo inh cytoplasmic EGFP | Dynein cargo inh nuclear GR-EGFP | Dynein cargo inh cell count | b-catenin transl | b-catenin transl cell count 5 µM | HIV fusion peptide | Yfh1-off respiration | MT stabilizer | MT stabilizer Hoechst-high % | MT stabilizer cytotoxicity % | WT yeast gro inh | WT yeast gro inh mutant strain
1: CC(=O)C1=C(C)Nc2ncnn2C1c1ccccc1Cl (stereo not drawn)
    i | -8 | -0.23 | 1379 | 3% | 0.92 | -0.25 | 0.75 | -1.2 | -3.1 | 1327 | -0.4% | i | 4.4 | 3.0 | 5.4 | 6 | 4
2: CCOC(=O)c1c(NC(=O)CSc2nnc(Cc3ccccc3)o2)sc(C(C)=O)c1C
    i | 11 | -0.84 | 862 | 11% | 0.6 | -0.017 | 0.31 | -0.22 | 1.9 | 1180 | 4.0% | i | 2.6 | 1.6 | 5.4 | -5 | -7
3: COc1cc2c(cc1OC)CN(C(=O)c1ccco1)CC2
    i | -12 | -0.16 | 1282 | 23% | 1.8 | 0.04 | 0.97 | -1.4 | -0.8 | 1128 | 0.2% | i | 2.6 | 0.8 | 0.1 | 11 | -6
4: COc1ccc2nc(N3CCCCC3)c(C#N)cc2c1
    i | 6 | 0.58 | 1103 | 2% | 1.7 | 0.016 | 1.4 | -0.25 | -2.5 | 757 | 1.1% | i | 1.0 | 4.4 | 8.8 | 16 | 1
5: C(=N\Nc1ccccn1)/c1ccc(N2CCOCC2)cc1
    i | 22 | -0.15 | 1574 | -14% | 0.74 | -0.054 | 0.75 | -1 | -0.5 | 932 | -1.7% | i | 1.8 | 1.7 | 1.0 | 1 | -12
6: Cc1cc(S(=O)(=O)Cc2noc(-c3c(C)noc3C)n2)c(C)cc1Cl
    x | x | x | x | 1% | -0.056 | -0.24 | -0.15 | -0.23 | -0.5 | 1276 | 0.4% | i | x | x | x | x | x
7: COc1ccc(Nc2c(-c3ccco3)nc3cccc(C)n23)cc1
    i | 0 | 0.15 | 1240 | 14% | -0.64 | -0.29 | -0.26 | 0.66 | x | x | 10% | i | 4.8 | 2.0 | 3.2 | -6 | 9
8: CCOc1ccc(NC(=O)C2CCC(N3C(=O)C4CC=CCC4C3=O)CC2)cc1 (stereo not drawn)
    i | -4 | x | x | -6% | 0.19 | -0.31 | 0.46 | -0.35 | -0.6 | 1156 | 11% | i | 3.8 | 2.9 | 8.5 | 19 | 33
9: CCCCCCNS(=O)(=O)c1ccc(NC(=O)C2CCCO2)cc1 (stereo not drawn)
    i | -3 | -0.02 | 1203 | -11% | -0.69 | -0.34 | -0.73 | 1.1 | -1.0 | 536 | 0.8% | i | 3.0 | 2.6 | 6.2 | -4 | -5
10: O=C(c1nn2c(C(F)(F)F)cc(-c3ccc(F)cc3)nc2c1Cl)N1CCOCC1
    i | 3 | 0.51 | 1018 | 1% | 0.97 | -0.22 | 0.98 | -1.4 | -3.7 | 718 | -0.8% | i | 18 | 13 | 5.2 | -24 | -11
11: Cc1ccc(C)c(N(CC(=O)NCc2ccc3c(c2)OCO3)C(=O)CCC(=O)Nc2ccccn2)c1
    i | 12 | 0.61 | 1094 | 4% | -0.73 | -0.23 | -0.26 | 0.41 | -1.1 | 1136 | 2.7% | i | 1.3 | 0.8 | 8.3 | 5 | -27
12: COc1ccc(/C(C)=N\NC(=O)C(c2ccncc2)N2CCOCC2)cc1 (stereo not drawn)
    x | x | -0.38 | 1067 | -4% | -0.42 | -0.28 | 0.43 | -0.2 | -1.1 | 1363 | 2.4% | i | x | x | x | x | x
13: c1ccc2c(c1)ccc1nnc(SCc3ccc4c(c3)OCO4)n12
    i | 11 | 1.3 | 908 | -1% | -0.52 | -0.18 | -0.29 | 0.037 | x | x | -0.1% | i | 2.5 | 2.7 | 11 | 32 | 9
14: Cc1ccc(NC(=O)N2CCCC2C(=O)NCc2cccs2)cc1 (stereo not drawn)
    i | -4 | x | x | 1% | 2.6 | -0.17 | 1.5 | -1.9 | -0.8 | 594 | 0.1% | i | 1.2 | 2.0 | 4.1 | -17 | 0
15: CCOC(=O)NC(=O)COC(=O)CNC(=O)c1ccc(OCC)c(OCC)c1
    i | 2 | 0.57 | 1294 | 12% | 0.18 | -0.2 | -0.15 | -0.049 | 0.5 | 1125 | 0.5% | i | 5.4 | 2.2 | 4.0 | 16 | 13
16: Cc1cc(CNC(=O)COc2ccccc2)c2ccccc2n1
    i | 19 | 0.11 | 1236 | -5% | 1.1 | -0.057 | 0.24 | -0.64 | -0.6 | 1029 | -0.7% | i | 1.3 | 1.5 | 3.1 | -3 | -19
17: O=C(CCCNS(=O)(=O)c1cccs1)N1CCN(c2ccc(F)cc2)CC1
    i | -4 | 0.19 | 1930 | 14% | -0.59 | -0.18 | 0.12 | 0.41 | -0.2 | 1077 | 1.0% | i | 5.5 | 2.7 | 11 | -16 | -4
18: CCOC(=O)C(NC(C)=O)(Nc1ccc(S(=O)(=O)Nc2cc(C)on2)cc1)C(F)(F)F (stereo not drawn)
    i | 1 | x | x | 5% | -0.31 | -0.2 | -0.52 | -0.75 | -2.4 | 540 | 3.7% | i | 3.1 | 1.3 | 1.4 | -2 | 9
19: COc1ccc(NC(=O)CN2CCCC(C)C2)c([N+](=O)[O-])c1 (stereo not drawn)
    i | 4 | -0.25 | 1819 | 4% | -0.12 | -0.21 | -0.54 | 0.43 | 0.4 | 1077 | -0.6% | i | 1.9 | 1.8 | 1.6 | 17 | 17
20: N#CCCSc1nc(N2CCOCC2)c2c(c1C#N)CCCC2
    i | -5 | x | x | 43% | 1.8 | -0.22 | 0.88 | -0.35 | 0.0 | 1045 | -2.0% | i | 4.0 | 2.1 | 6.6 | 7 | -10
21: CCOC(=O)C(CCCCP(=O)(c1ccccc1)c1ccccc1)(NC(C)=O)C(=O)OCC
    x | x | 0.07 | 1066 | 32% | 1.5 | -0.12 | 0.8 | -1.7 | -0.7 | 1390 | 0.8% | i | x | x | x | x | x
22: O=C(c1ccc(COc2c(F)c(F)cc(F)c2F)o1)N1CCN(c2ccccc2)CC1
    i | -1 | x | x | 3% | -0.37 | -0.18 | 0.073 | -0.02 | -3.6 | 558 | -2.1% | i | 1.9 | 3.3 | 14 | 3 | -11
23: O=C(CSc1nc2nn(-c3ccccc3)c(=O)c-2c2n1CCCCC2)NCCCc1ccccc1
    i | -13 | x | x | -10% | 1.1 | -0.19 | 0.58 | -0.083 | 2.9 | 981 | -3.1% | i | 1.5 | 1.8 | 8.6 | 0 | -15
24: Cc1ccc(CSc2nc3c(cc2C#N)CCC3)cc1
    i | -25 | -1.5 | 1381 | 6% | -0.42 | -0.37 | -0.0035 | 0.084 | 0.5 | 1459 | -3.3% | i | 3.3 | 2.2 | 6.2 | 3 | -6
25: COCCn1c(SCC(=O)NCc2ccc3c(c2)OCO3)nc2ccccc2c1=O
    i | -10 | -0.23 | 1228 | 16% | -0.022 | -0.31 | -0.047 | -0.12 | -3.0 | 1095 | 0.9% | i | 1.6 | 1.8 | 5.7 | 14 | 1
26: OCCN1CN=C(Nc2nc3ccccc3s2)NC1
    i | -1 | 1.1 | 699 | 5% | 0.55 | -0.19 | 0.31 | 0.73 | 5.0 | 977 | -1.3% | i | 3.1 | 5.3 | 7.4 | -8 | -14
27: Cc1ccc(N(CCCCN2C(=O)c3ccccc3C2=O)C(=O)c2ccc(Cl)s2)cc1
    i | 2 | -0.12 | 1461 | 7% | -0.33 | -0.28 | -0.26 | 1.8 | -1.6 | 1105 | 0.0% | i | 3.3 | 2.8 | 4.3 | 13 | 8
28: COc1ccc(NC(=O)CCNC(=O)Cn2ccc3ccccc3c2=O)c(OC)c1
    i | -5 | 0.37 | 1212 | -5% | -1.3 | -0.18 | -0.13 | 0.93 | x | x | 1.4% | i | 2.5 | 1.9 | 9.8 | -6 | 19
29: Cc1cccc(C(=O)NC(=S)Nc2ccccc2C(F)(F)F)c1
    i | 3 | -0.42 | 1276 | -10% | 0.038 | -0.26 | 0.04 | 0.25 | 0.3 | 806 | 1.1% | i | 1.5 | 1.7 | 5.6 | -7 | -5

3 records picked at random from those above:
Each structure is followed by: Autophagy HCS | Autophagy HCS cell loss 18 h | Insulin prom up | Insulin prom up cell count | AID2073 | Dynein cargo inh | Dynein cargo inh cytoplasmic EGFP | Dynein cargo inh nuclear GR-EGFP | Dynein cargo inh cell count | b-catenin transl | b-catenin transl cell count 5 µM | HIV fusion peptide | Yfh1-off respiration | MT stabilizer | MT stabilizer Hoechst-high % | MT stabilizer cytotoxicity % | WT yeast gro inh | WT yeast gro inh mutant strain
13: c1ccc2c(c1)ccc1nnc(SCc3ccc4c(c3)OCO4)n12
    i | 11 | 1.3 | 908 | -1% | -0.52 | -0.18 | -0.29 | 0.037 | x | x | -0.1% | i | 2.5 | 2.7 | 11 | 32 | 9
29: Cc1cccc(C(=O)NC(=S)Nc2ccccc2C(F)(F)F)c1
    i | 3 | -0.42 | 1276 | -10% | 0.038 | -0.26 | 0.04 | 0.25 | 0.3 | 806 | 1.1% | i | 1.5 | 1.7 | 5.6 | -7 | -5
8: CCOc1ccc(NC(=O)C2CCC(N3C(=O)C4CC=CCC4C3=O)CC2)cc1 (stereo not drawn)
    i | -4 | x | x | -6% | 0.19 | -0.31 | 0.46 | -0.35 | -0.6 | 1156 | 11% | i | 3.8 | 2.9 | 8.5 | 19 | 33
